# BAZ2B inh – qHTS Assay for Inhibitors of BAZ2B; Bromodomain adjacent to zinc finger domain protein 2B (Homo sapiens), Q9UIF8; AlphaScreen BAZ2B-H3K14Ac peptide displacement; Potency, µM (doses to about 114 µM), without a hit: top-dose activity change, negative = inhibition, hits mostly inhibitors; 360,000 tested, 4.4% active; AID 504333, 2011; note: potency is the fitted concentration of half-maximal effect; % is set by controls: 0 for no effect and ±100 for the full control effect; nearly all actives have a fitted effect of over 60% in size
# Target sequence (Q9UIF8 whole entry, looked up, the tested form may be a part): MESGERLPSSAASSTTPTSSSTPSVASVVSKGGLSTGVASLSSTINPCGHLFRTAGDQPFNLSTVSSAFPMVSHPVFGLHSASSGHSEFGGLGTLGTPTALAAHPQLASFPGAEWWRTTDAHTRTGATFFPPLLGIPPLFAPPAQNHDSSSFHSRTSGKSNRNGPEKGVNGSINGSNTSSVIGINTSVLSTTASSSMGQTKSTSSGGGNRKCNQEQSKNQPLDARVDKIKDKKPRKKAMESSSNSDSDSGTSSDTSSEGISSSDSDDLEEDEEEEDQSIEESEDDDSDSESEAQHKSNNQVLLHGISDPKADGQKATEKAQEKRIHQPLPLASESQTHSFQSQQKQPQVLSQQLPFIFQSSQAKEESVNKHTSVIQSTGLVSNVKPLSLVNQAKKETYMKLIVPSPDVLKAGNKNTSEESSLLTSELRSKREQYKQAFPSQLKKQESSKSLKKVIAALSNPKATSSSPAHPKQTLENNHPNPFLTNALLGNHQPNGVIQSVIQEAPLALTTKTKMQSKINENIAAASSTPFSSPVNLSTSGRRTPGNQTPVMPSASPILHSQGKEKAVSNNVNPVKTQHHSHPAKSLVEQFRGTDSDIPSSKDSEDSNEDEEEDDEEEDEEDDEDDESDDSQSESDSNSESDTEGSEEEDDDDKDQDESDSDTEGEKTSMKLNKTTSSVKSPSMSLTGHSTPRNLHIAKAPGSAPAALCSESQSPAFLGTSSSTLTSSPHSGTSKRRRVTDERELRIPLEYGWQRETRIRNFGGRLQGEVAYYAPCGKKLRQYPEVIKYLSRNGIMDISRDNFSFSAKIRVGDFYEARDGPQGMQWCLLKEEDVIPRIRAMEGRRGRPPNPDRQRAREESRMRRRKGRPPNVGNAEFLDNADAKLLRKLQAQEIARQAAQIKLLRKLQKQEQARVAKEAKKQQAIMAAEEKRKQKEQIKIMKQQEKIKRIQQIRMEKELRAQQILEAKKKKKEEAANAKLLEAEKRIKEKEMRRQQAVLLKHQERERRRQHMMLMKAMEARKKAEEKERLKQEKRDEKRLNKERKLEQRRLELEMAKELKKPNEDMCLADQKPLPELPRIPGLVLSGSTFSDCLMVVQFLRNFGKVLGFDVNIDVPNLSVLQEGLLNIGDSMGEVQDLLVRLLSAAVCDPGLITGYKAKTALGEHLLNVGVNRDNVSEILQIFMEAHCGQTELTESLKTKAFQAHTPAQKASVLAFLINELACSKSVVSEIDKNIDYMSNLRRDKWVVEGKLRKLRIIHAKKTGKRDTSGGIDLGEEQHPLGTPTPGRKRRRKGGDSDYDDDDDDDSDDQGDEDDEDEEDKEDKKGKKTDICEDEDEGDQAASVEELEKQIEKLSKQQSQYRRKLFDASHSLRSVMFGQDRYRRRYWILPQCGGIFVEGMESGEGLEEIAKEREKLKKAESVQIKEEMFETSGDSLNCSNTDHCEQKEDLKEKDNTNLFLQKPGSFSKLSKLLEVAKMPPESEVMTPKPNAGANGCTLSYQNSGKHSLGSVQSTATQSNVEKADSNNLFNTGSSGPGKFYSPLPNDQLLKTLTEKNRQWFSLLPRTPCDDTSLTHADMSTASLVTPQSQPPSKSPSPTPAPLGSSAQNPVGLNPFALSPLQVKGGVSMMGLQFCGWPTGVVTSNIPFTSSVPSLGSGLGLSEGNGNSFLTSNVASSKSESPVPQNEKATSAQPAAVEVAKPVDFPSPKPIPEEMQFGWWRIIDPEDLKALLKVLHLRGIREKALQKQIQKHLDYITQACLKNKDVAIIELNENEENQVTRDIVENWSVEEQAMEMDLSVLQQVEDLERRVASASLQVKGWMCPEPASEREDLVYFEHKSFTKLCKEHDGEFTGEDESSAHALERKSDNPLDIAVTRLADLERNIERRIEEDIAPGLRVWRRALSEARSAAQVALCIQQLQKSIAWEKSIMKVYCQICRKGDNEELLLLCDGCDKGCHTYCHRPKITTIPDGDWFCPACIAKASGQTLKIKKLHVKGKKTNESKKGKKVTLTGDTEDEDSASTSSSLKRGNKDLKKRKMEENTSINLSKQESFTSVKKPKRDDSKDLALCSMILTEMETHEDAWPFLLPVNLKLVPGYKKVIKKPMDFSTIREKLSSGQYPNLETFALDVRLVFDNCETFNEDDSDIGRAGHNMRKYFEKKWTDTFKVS
#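 Protein-peptide AlphaScreen: BAZ2B 50 nM, b-H3K14Ac 50 nM, 1x PBS pH 7.4 + 0.01% Tween-20. Preincubation 30 min RT; cpd 30 min RT (top 110 uM); beads 20 min RT, light-protected.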
# GLS inhibitor – qHTS for Inhibitors of Glutaminase (GLS) | GLS enzymatic activity, qHTS titration | Glutaminase kidney isoform, mitochondrial (Homo sapiens), O94925 | 410,000 tested, 0.21% active | Potency, µM (top dose mostly 45.5 µM), for the others: top-dose activity change, negative = inhibition, most hits filed as inhibitors; note: potency is the fitted concentration of half-maximal effect; % is set by controls: 0 for no effect and ±100 for the full control effect
#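 Glutamate formation by hKGA was monitored fluorometrically using coupled glutamate oxidase, HRP and Amplex Red. Substrate was added as 1 mM L-glutamine solution; incubation was 30 min at RT after an initial read.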
# G9a block – qHTS Assay for Inhibitors of Histone Lysine Methyltransferase G9a; Potency, µM (top dose mostly 102 µM), for inactives: top-dose activity, negative = inhibition, most hits filed as inhibitors; 350,000 tested, 8.8% active; Histone-lysine N-methyltransferase EHMT2 (Homo sapiens), Q96KQ7; G9a H3K9 monomethylation, AlphaScreen, 2 h; note: potency is the fitted concentration of half-maximal effect; % is set by controls: 0 for no effect and ±100 for the full control effect; nearly all actives have a fitted effect of over 75% in size
#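 Quantitative HTS format: methyltransferase activity on a biotin-tagged H3K9 peptide is measured by AlphaScreen, using a rabbit anti-monomethyl-H3K9 antibody with streptavidin donor and anti-IgG acceptor beads. Final levels are 20 nM enzyme, 500 nM peptide, 20 uM SAM; 2 h RT.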
# HP1b chromo inh – HTS for Inhibitors of HP1-beta Chromodomain Interactions with Methylated Histone Tails. Chromobox protein homolog 1 (Homo sapiens), P83916. AlphaScreen HP1-beta / biotin-H3K9me3 peptide binding. Potency, µM (titrated, usually from 114 µM), for inactives: at the top dose activity change, negative = inhibition, most hits filed as inhibitors. 390,000 tested, 0.56% active. AID 540317, 2011; note: potency is the fitted concentration of half-maximal effect; nearly all actives have a fitted effect of over 70% in size; inactives centre near 23
#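 AlphaScreen: HP1-beta (50 nM) preformed 30 min with biotin-H3(1-18)K9me3 peptide (50 nM) in PBS pH 7.4, 0.01% Tween-20. Compound added for 30 min at RT, then streptavidin donor/nickel chelate acceptor beads (10 ug/mL) for 30 min.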
# Tb PGK inh – qHTS Assay to Find Inhibitors of Phosphoglycerate Kinase; Phosphoglycerate kinase, glycosomal (Trypanosoma brucei brucei), P07378; PGK/GAPDH coupled, Kinase-Glo luminescence, 60 min; Potency, µM (series often up to 57.5 µM), without a hit: at the highest dose activity change, negative = inhibition, actives largely listed as inhibitors; 380,000 tested, 0.043% active; AID 602233, 2012; note: potency is the fitted concentration of half-maximal effect; % is set by controls: 0 for no effect and ±100 for the full control effect; nearly all actives have a fitted effect of over 60% in size
#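 Recombinant glycosomal PGK reaction used 1,3-bisphosphoglycerate generated in-well by GAPDH (100nM final) in 100mM TEA pH 7.6, 5mM MgCl2, 0.01% Tween-20. After 60 minutes at room temperature, ATP was read by Kinase-Glo Plus luminescence end-point.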
# Pin1 inh – qHTS Assay to Find Inhibitors of Pin1. Peptidyl-prolyl cis-trans isomerase NIMA-interacting 1 (Homo sapiens), Q13526. Pin1 FP peptide displacement, HiFluor488, 10 min. Potency, µM (highest dose often 115 µM), inactives show at the highest dose activity, negative = inhibition, hits mostly inhibitors. 390,000 tested, 0.009% active. AID 504891, 2011; active = well fitted inhibition curve with a large enough effect in the polarisation, with a control signal flat, not every such curve was filed as active; inconclusive = small, poorly fitted or top-dose-only effect, or effect the other way, or a change in a side signal; inactive = no such curve, though single readings can be large or run the other way; the % refers to the polarisation; note: potency is the fitted concentration of half-maximal effect; % is set by controls: 0 for no effect and ±100 for the full control effect
# PI4K2A inh – qHTS for small molecular inhibitors of PI4K2A | Phosphatidylinositol 4-kinase type 2-alpha (Homo sapiens), Q9BTU6 | purified PI4K2A, ADP-Glo luminescence, 1 h; stronger effect = lower value | activity change, negative = inhibition, % at 76.9 µM | 420,000 tested, 0.13% active | AID 1346378, 2018; in the data active = activity change below about -50%; inconclusive = mostly about -30% to -49%;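 note: -100% = wells without enzyme as full effect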
#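 Compounds are screened against recombinant PI4K2A using PI as substrate and ATP, the latter dispensed at 300 microM. Reactions run one hour at ambient temperature before ADP-Glo detection; full inhibition defined by wells lacking enzyme.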
# JMJD2A Tudor – qHTS Assay for Inhibitors of JMJD2A-Tudor Domain | 390,000 tested, 4.4% active | Potency, µM (titrated, usually from 114 µM), for the others: top-dose activity change, negative = inhibition, usual class: inhibitors | AlphaScreen JMJD2A-Tudor / H3K4me3 peptide binding; note: potency is the fitted concentration of half-maximal effect; % is set by controls: 0 for no effect and ±100 for the full control effect; nearly all actives have a fitted effect of over 50% in size
# Pol eta inh – qHTS for Inhibitors of Polymerase Eta; DNA polymerase eta (Homo sapiens), Q9Y253; 390,000 tested, 1.2% active; Potency, µM (top dose mostly 114 µM), without a hit: at the highest dose activity change, negative = inhibition, most hits filed as inhibitors; recombinant Pol eta, fluorescent DNA replication assay; AID 588591, 2011; note: potency is the fitted concentration of half-maximal effect; % is set by controls: 0 for no effect and ±100 for the full control effect
#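 Pol eta at 10 nM preincubated with compounds 15 min at room temperature; reaction started with fluorescent substrate (50 nM final) and read kinetically at 0 and 10 min.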
# Active calls of the source: *; i = inactive; ? = inconclusive; / = no result given; [ ] = remark or other dose. Unless noted, calls come from the whole dose curve; as a rule, active = well fitted curve in the direction sought with a large enough effect; inconclusive = small, poorly fitted or top-dose-only effect, or another doubt; inactive = no such curve, though single readings can be large; an effect the other way counts as inactive or inconclusive. This is a subset; count on the stated rates, not on these rows.
smiles,BAZ2B inh,GLS inhibitor,G9a block,HP1b chromo inh,Tb PGK inh,Pin1 inh,PI4K2A inh,JMJD2A Tudor,Pol eta inh
CCOc1ccc(S(=O)(=O)NCc2nc3cccnc3n2Cc2ccccc2OC)cc1,-2%,1%,46%[59 µM],32%[57 µM],-6%,24%,0,-12%,-26%
CSc1sc(-c2ccnc(SCCS(C)(=O)=O)n2)c(-c2ccccc2)c1C#N,1%,-2%,5%,60%[activator],-2%,2%,2,20%,-6%
C/C(=N/NC(=O)CNC(=O)c1ccccc1)c1ccc(C)cc1,0%,6%,-5%,9%,i,-9%,-1,-4%,-15%
O=C(O)c1cc(O)c2c(c1)C(=O)c1cc(O)cc(O)c1C2=O,50µM*,18µM*,-32%[12.7 µM],-38%,?,?,-14,?,8.9µM*
COC(=O)c1ccccc1NC(=O)c1noc2c1CSc1ccccc1-2,40%[activator],2%,?,80%[activator],0%,17%,-8,25%,-10%
O=C(COc1ccc(Cl)cc1)Nc1nc(-c2ccc(S(=O)(=O)N3CCOCC3)cc2)cs1,-3%,1%,-28%[12.7 µM],-8%,-12%,27%,-2,-19%,-13%
O=C(COC(=O)CSc1ccc([N+](=O)[O-])cc1)NCC1CCCO1 (stereo not given),-12%,-1%,18%[0.501 µM],19%,-11%,1%,0,-5%,-3%
CC(=O)c1cccc(NC(=O)CSc2nnc3ccc(-c4ccc(F)cc4)nn23)c1,-1%,-1%,0%[59 µM],42%[activator],-4%,1%,-1,8%,1%
COC(=O)c1c(C)oc2ccc(N(C(=O)c3ccncc3)S(=O)(=O)c3ccc(Br)cc3)cc12,-21%,-2%,-37%[59 µM],54%,i,39%[activator],2,?,-22%
CC(=Nc1ccccc1)c1sc2ccccc2c1O,?,7%,?,-15%,-13%,?,0,56µM*,-11%
O=C(Nc1cccc2cccnc12)C1CCCC1,14%,4%,12%[59 µM],42%,8%,-5%,2,9%,-5%
COC(=O)[C@@]1(Cc2ccccc2)[C@H]2C(=O)N(C)C(=O)[C@H]2[C@H]2CN=C(SCC3CC3)N21,/,-2%,/,87%[activator],i,-2%,-6,?,-18%
Cn1c(SCC(=O)Nc2ccc(Cl)cc2)nc(O)cc1=O,0%,2%,1%,20%,-4%,1%,1,-16%,-5%
O=C(Cn1cc(S(=O)(=O)N2CCN(c3ccccc3F)CC2)c2ccccc2c1=O)Nc1ccc(F)cc1Cl,-19%,-2%,-42%[59 µM],10%,11%,35%[activator],-1,-18%,-9%
CC12CN3CC(C)(CN(C1)C3c1ccc(Br)cc1)C2=O (stereo not given),-4%,-3%,-3%,43%[activator],6%,-4%,-3,0%,-9%
COc1ccc(CCNC(=O)c2cc(Sc3cccc(Cl)c3)nc3ccccc23)cc1OC,1%,-3%,0%[59 µM],31%,12%,30%[activator],0,-28%,-2%
Cn1c(=O)c2c(ncn2CC(=O)N2CCN(c3cccc(Cl)c3)CC2)n(C)c1=O,-7%,-2%,-7%[59 µM],41%[activator],4%,-4%,-3,5%,-6%
NC(=O)C1CCN(C(=O)c2ccccc2NC(=O)c2nsc3ccccc23)CC1,2%,4%,8%[59 µM],24%[57 µM],-3%,-6%,-1,0%,-12%
O=C(Nc1cccc(S(=O)(=O)NC2=NCCCCC2)c1)c1cc(-c2ccc(Cl)cc2)nc2ccccc12,-2%,2%,25%[59 µM],0%,-10%,13%,-4,-18%,-13%
c1ccc(Nc2nc(NCCN3CCOCC3)nc(Nc3ccccc3)n2)cc1,-32%,-5%,?,20%,-4%,0%,-2,?,-20%
O=C(N/N=C/c1ccc(Br)o1)c1cc([N+](=O)[O-])cc([N+](=O)[O-])c1,-26%,4%,-3%,38%,4%,?,-3,-19%,11%
CC(=O)NS(=O)(=O)c1ccc(NC(=O)C2C3C=CC(C3)C2C(=O)O)cc1 (stereo not given),1%,-4%,8%[59 µM],38%,-10%,-1%,2,-14%,?
O=C(COC(=O)CNS(=O)(=O)c1c(F)cccc1F)NC(=O)NC1CCCCC1,4%,1%,-7%[2.33 µM],21%,i,3%,-3,-13%,-11%
O=C(c1ccc(Cl)c([N+](=O)[O-])c1)N1CCN(C(=O)c2ccco2)CC1,6%,7%,-2%,23%,-7%,-3%,3,-13%,0%
CCCCn1ccnc1C(=O)c1cccc(S(=O)(=O)N2c3ccccc3CC2C)c1 (stereo not given),20%,-4%,10%,49%,15%,28%,-2,12%,-14%
CCOC(=O)N1CCC(Nc2nc(OC)nc(OC)n2)CC1,5%,-4%,8%,31%,8%,0%,-1,-3%,-2%
CCn1c(=O)c2c3c(sc2n2c(SCc4ccc(F)cc4)nnc12)CCCC3,/,0%,/,-7%,-1%,-2%,-2,-10%,-10%
COc1ccc(C)cc1NC(=O)C(OC(=O)CNC(=O)c1ccc(Oc2ccccc2)cc1)c1ccccc1 (stereo not given),-5%,-3%,9%[59 µM],5%,-4%,11%,-1,-27%,-22%
CC(C)(C)C(=O)N1CCC(O)(CS(=O)(=O)Cc2ccccc2Cl)CC1,8%,5%,-40%[59 µM],19%,-5%,1%,1,-27%,15%
O=C(CCCSc1nc(-c2ccco2)cc(C(F)(F)F)n1)NCc1cccs1,2%,3%,-9%[59 µM],32%,1%,16%,0,-3%,?
COc1ccc(NC(C)c2cc(Cl)ccc2O)cc1 (stereo not given),32µM*,11%,?,71µM*,i,-17%,1,9%[11.4 µM],?
Cc1cccc(-c2noc(CN(C(=O)/C=C/c3ccccc3Cl)C(C)C)n2)c1,7%,0%,-6%[59 µM],48%[activator],-8%,16%,2,1%,-5%
CCN1CCN(C(c2cccnc2)c2cc(Cl)c3cccnc3c2O)CC1 (stereo not given),11µM*,26%,1.1µM*,-68%,3%,-11%,5,18µM*,-12%
O=C(NCC1(c2ccccc2)CCCC1)C1(c2ccccc2)CCCC1,77%[activator],-7%,79%[activator][59 µM],169%[activator],1%,?,-1,147%[activator],-14%
CC(C)(C)c1ccc(C2CC2C(=O)N/N=C\c2ccc[nH]2)cc1 (stereo not given),?,9%,40µM*,?,-7%,25%,0,56µM*,-17%
Cc1ccccc1OCC(=O)NNC(=O)Cc1ccc(S(=O)(=O)N2CCOCC2)s1,5%,2%,-2%[59 µM],41%[activator],-5%,0%,9,-7%,-10%
C=CCOc1nc(N2CCCC2)nc(N2CCCC2)n1,5%,-5%,12%[12.7 µM],46%[activator],-7%,1%,1,-13%,-8%
COC(=O)c1ccc2c(=O)n(CCN3CCOCC3)c(SCC(=O)NCc3ccccc3)nc2c1,-6%,-8%,6%[59 µM],29%,-4%,-1%,3,-17%,-16%
COC1CCN(C(=O)c2ccc3oc(C(C)C)nc3c2)CC1,-9%,-1%,-12%,36%,i,-5%,0,-16%,-16%

# Eight compounds already listed, arranged by SMILES length, rising.
smiles,BAZ2B inh,GLS inhibitor,G9a block,HP1b chromo inh,Tb PGK inh,Pin1 inh,PI4K2A inh,JMJD2A Tudor,Pol eta inh
O=C(Nc1cccc2cccnc12)C1CCCC1,14%,4%,12%[59 µM],42%,8%,-5%,2,9%,-5%
CCN1CCN(C(c2cccnc2)c2cc(Cl)c3cccnc3c2O)CC1 (stereo not given),11µM*,26%,1.1µM*,-68%,3%,-11%,5,18µM*,-12%
O=C(CCCSc1nc(-c2ccco2)cc(C(F)(F)F)n1)NCc1cccs1,2%,3%,-9%[59 µM],32%,1%,16%,0,-3%,?
NC(=O)C1CCN(C(=O)c2ccccc2NC(=O)c2nsc3ccccc23)CC1,2%,4%,8%[59 µM],24%[57 µM],-3%,-6%,-1,0%,-12%
CCCCn1ccnc1C(=O)c1cccc(S(=O)(=O)N2c3ccccc3CC2C)c1 (stereo not given),20%,-4%,10%,49%,15%,28%,-2,12%,-14%
O=C(c1ccc(Cl)c([N+](=O)[O-])c1)N1CCN(C(=O)c2ccco2)CC1,6%,7%,-2%,23%,-7%,-3%,3,-13%,0%
O=C(COc1ccc(Cl)cc1)Nc1nc(-c2ccc(S(=O)(=O)N3CCOCC3)cc2)cs1,-3%,1%,-28%[12.7 µM],-8%,-12%,27%,-2,-19%,-13%
COc1ccc(C)cc1NC(=O)C(OC(=O)CNC(=O)c1ccc(Oc2ccccc2)cc1)c1ccccc1 (stereo not given),-5%,-3%,9%[59 µM],5%,-4%,11%,-1,-27%,-22%

# Screening data as filed in PubChem.
